EPAC1 antag: antagonists of human EPAC1 | Potency, µM (doses to about 115 µM), for the others: at the highest dose activity change, negative = inhibition, usual class: inhibitors | O95398 | EPAC1 GEF assay, Rap1b-BODIPY-GDP exchange fluorescence | 360,000 compounds, 0.14% hits;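 note: plate controls were vehicle for no effect and positive control for full effect; nearly all actives have a fitted effect of over 50% in size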
PTHR1 ag: activates the human parathyroid hormone receptor PTHR1; AID 743266; Q03431; Potency, µM (top dose mostly 115 µM), for inactives: at the highest dose activation, most hits filed as activators; 410,000 compounds, 0.075% hits; HEK293 GP2 PTHR1 cells, GloSensor cAMP luminescence, 1 h; note: nearly all actives have a fitted effect of over 55% in size; some results filed as inactive show a strong effect at the top dose; inactives centre near -15; many of its hits are not listed in these tables
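HEK-293-derived GP2 cells expressing PTHR1 and a GloSensor cAMP reporter, 3,000/well, plated overnight, given luciferin plus IBMX (each 0.5 mM as added) for 1 h at 37 °C, then compound for 1 h at 37 °C. Luminescence was read after 15 min at room temperature.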
FUS suppressor: FUS proteinopathy suppression in yeast; S. cerevisiae FUS-expressing, growth rescue, OD600, 24 h; Potency, µM (top dose mostly 76.6 µM), without a hit: at the top dose growth rescue (activation), hits mostly activators; 390,000 compounds, 0.24% hits;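 note: plate controls were DMSO vehicle for no effect and reference control for full effect; nearly all actives have a fitted effect of over 55% in size; some results filed as inactive show a strong effect at the top dose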
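Cultures pregrown in 2.5% raffinose medium are shifted to minimal medium containing 2% galactose to express toxic FUS. Compounds are tested at several concentrations. After 24hr at 30C, growth is quantified at 600 nm absorbance.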
EPAC2 antag: antagonists of human EPAC2; Q8WZA2; EPAC2 GEF exchange of Rap1B-BODIPY-GDP, fluorescence; Potency, µM (series often up to 114 µM), inactives show at the highest dose activity, negative = inhibition, hits mostly inhibitors; 360,000 compounds, 0.18% hits; AID 720708; note: % is set by controls: 0 for no effect and ±100 for the full control effect; nearly all actives have a fitted effect of over 45% in size; many of its hits are not listed in these tables
Target sequence (Q8WZA2 whole entry, looked up): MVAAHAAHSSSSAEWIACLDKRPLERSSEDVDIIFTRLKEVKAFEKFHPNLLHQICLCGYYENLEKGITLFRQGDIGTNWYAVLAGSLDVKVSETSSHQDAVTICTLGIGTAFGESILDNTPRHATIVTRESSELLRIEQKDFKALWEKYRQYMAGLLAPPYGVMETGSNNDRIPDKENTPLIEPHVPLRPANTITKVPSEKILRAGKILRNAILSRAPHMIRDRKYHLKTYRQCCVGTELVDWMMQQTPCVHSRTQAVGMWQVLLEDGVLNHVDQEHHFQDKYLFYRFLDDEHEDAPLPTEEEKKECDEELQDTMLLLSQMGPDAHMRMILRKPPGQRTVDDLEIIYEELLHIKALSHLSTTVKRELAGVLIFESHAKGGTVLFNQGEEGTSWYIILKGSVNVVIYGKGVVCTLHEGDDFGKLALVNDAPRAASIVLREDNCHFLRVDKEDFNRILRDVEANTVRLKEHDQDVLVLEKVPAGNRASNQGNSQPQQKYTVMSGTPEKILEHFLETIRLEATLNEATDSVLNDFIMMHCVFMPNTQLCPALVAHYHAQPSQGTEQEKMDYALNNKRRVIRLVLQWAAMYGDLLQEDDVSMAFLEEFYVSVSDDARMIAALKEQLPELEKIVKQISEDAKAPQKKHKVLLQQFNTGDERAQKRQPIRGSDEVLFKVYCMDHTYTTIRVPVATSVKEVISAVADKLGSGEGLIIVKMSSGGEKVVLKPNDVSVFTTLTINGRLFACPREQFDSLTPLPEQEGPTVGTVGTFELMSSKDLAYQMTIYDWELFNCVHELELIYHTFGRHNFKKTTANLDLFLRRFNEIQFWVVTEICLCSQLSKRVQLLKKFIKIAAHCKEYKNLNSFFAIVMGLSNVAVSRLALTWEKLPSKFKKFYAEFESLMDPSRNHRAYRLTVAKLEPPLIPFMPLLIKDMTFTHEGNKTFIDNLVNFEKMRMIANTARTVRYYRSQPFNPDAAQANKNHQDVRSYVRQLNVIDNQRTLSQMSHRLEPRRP
TDP-43 yeast inh: inhibitors of TDP-43 toxicity in yeast. TDP-43 expressing yeast growth rescue, BacTiter-Glo, 24 h. Potency, µM (titrated, usually from 46.1 µM), inactives show at the highest dose growth rescue (activation), actives largely listed as activators. 410,000 compounds, 1.8% hits. AID 652104; note: % of control where 0% means no effect; nearly all actives have a fitted effect of over 50% in size
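In this qHTS, compounds that restore growth of yeast expressing TDP-43 appear as activators. Cells (OD600=0.02, galactose medium, raffinose-pregrown) are incubated with compound 24 hr at 30 deg C and growth is quantified by BacTiter-Glo.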
aSyn yeast inh: inhibitors of alpha-synuclein toxicity in yeast. Potency, µM (top dose mostly 46.1 µM), inactives show at the highest dose growth rescue (activation), usual class: activators. AID 652106. 370,000 compounds, 0.14% hits. Yeast expressing alpha-synuclein, growth rescue, BacTiter-Glo, 24 h; note: % of control where 0% means no effect; nearly all actives have a fitted effect of over 65% in size
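Screening used galactose-induced yeast with toxic alpha-synuclein levels, exposed to compound for 24 hr at 30 deg C. Cell growth, read with BacTiter-Glo luminescence, gave the measured signal.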
EPAC1 agonist: EPAC1 (human) agonism. O95398. EPAC1 agonist qHTS, biochemical assay; response scale: 100% = response to 6.5 mM cAMP. 360,000 compounds, 0.073% hits. Potency, µM (titrated, usually from 154 µM), without a hit: at the highest dose activation, hits mostly activators; note: nearly all actives have a fitted effect of over 60% in size
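Compounds were pinned as a concentration titration into mixtures of EPAC1 (100 nM), BODIPY-GDP-loaded Rap1B (250 nM) and GDP (50 uM). After 5 min at room temperature, fluorescence was followed for 30 min; activity was scaled to 6.5 mM cAMP.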
EPAC2 agonist: EPAC2 (human) agonism; AID 720711; EPAC2 activation, biochemical qHTS; response scale: 100% = 6.5 mM cAMP response; 360,000 compounds, 0.079% hits; Q8WZA2; Potency, µM (series often up to 154 µM), for the others: at the top dose activation, actives largely listed as activators; note: nearly all actives have a fitted effect of over 50% in size
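Guanine nucleotide exchange by EPAC2 is measured as reduced fluorescence of BODIPY-GDP once it is released from 250 nM Rap1B. Plates are read kinetically for 30 min at room temperature; results are scaled to 6.5 mM cAMP.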
Numbers without * were called inactive; i = inactive; ? = inconclusive; / = not tested or not shown; & = joins results of further samples; [ ] = another dose, or the depositor's remark. Calls come from the whole dose curve; as a rule, active = well fitted curve in the direction sought with a large enough effect; inconclusive = small, poorly fitted or top-dose-only effect, or another doubt; inactive = no such curve, though single readings can be large; an effect the other way counts as inactive or inconclusive. Potency is the fitted concentration of half-maximal effect. An excerpt (hit frequency here may not be typical).

SMILES | EPAC1 antag | PTHR1 ag | FUS suppressor | EPAC2 antag | TDP-43 yeast inh | aSyn yeast inh | EPAC1 agonist | EPAC2 agonist
O=C(Nc1ccccc1)c1ccc(Br)c(S(=O)(=O)Nc2cccnc2)c1 | 24% | i | -5% | 1% | 11% | 0% | 6% | -12%
COC(=O)c1ccc(COC(=O)CCc2nc(-c3ccccc3)c(-c3ccccc3)o2)cc1 | 2% | -2% | 26% | 9% | -12% | 12% | 7% | 16%
CCOC(=O)C1=C(C)c2ccccc2OC1(C)C(=O)OCC (configuration not stated) | 5% | -6% | -6% | ? | 18% | 21% | -13% | 16%
CC(=O)c1ccc(Nc2cc(C)nc3nc(C)nn23)cc1 | -19% | -12% | -23% | -4% | -3% | 1% | -6% | 6%
CCOc1ncccc1C(=O)Nc1ccc2c(c1)OCO2 | 6% | i | 9% | 12% | 10% | 10% | 8% | -5%
Cc1cccc(Nc2nc3ccccc3s2)c1C | -27% | -10% | 18% | -10% | 11µM* | -7% | 5% | ?
COc1cccc(CCC(=O)N(C)C2CCCN(Cc3ccccc3F)C2)c1 (configuration not stated) | 7% | -44%[inhibitor] | -6% | 9% | 13% | -3% | 0% | 5%
O=C(N/N=C/c1ccccn1)c1cc(C2CC2)[nH]n1 | -3% | i | 6% | 6% | -2% | 3% | 3% | -1%
COc1ccc(OC)c(CN2CCN(C(=O)CCNC(=O)c3ccc(Br)cc3)CC2)c1 | 2% | i | -6% | -4% | -2% | -7% | -4% | -1%
COc1ccccc1C(=O)N1CCN(C(=O)c2oc3c(C)c(C)ccc3c2C)CC1 | 4% | -30% | 27% | 13% | 32µM* | 1% | -4% | -2%
CC(C)Oc1ccc(C(=O)Nc2ccc(C(F)(F)F)n(C)c2=O)cc1 | -13% | i | 12% | -1% | -15%[0.397 µM] | -7% | -13% | -3%
COc1ccc(/C=N/NC(=O)c2cccnc2)cc1O | -14% | i | -3% | 9% | -1% | -6% | 2% | 1%
Cc1ccc(NC(=O)C2CCN(S(=O)(=O)c3ccc4c(c3)CCCC(=O)N4)CC2)c(Br)c1 | -24% | -4%&-19% | 3%&5% | 3% | -5%&0% | 1% | -10% | -6%
Nc1nc(Cl)cc(N2CCC(c3cc(-c4ccc(Cl)cc4)n[nH]3)CC2)n1 | -3% | -43%[inhibitor] | 33% | -9% | -80%[inhibitor] | -8% | 30% | 3%
Cc1cc(Cl)c2oc(C(=O)NC3CCC(O)CC3)c(C)c2c1 (configuration not stated) | 5% | -20% | -1% | 4% | 23% | 0% | -7% | 2%
Cc1ccc(N(Cc2cc(=O)[nH]c3ccccc23)C(=O)C(C)C)c(C)c1 | -7% | -35%[inhibitor] | ? | 2% | -16% | 1% | -2% | -3%
CN(C)/C(=N\S(=O)(=O)c1ccc(Br)cc1)c1ccccc1 | -6% | -3% | 6% | 2% | -18% | -1% | -10% | 5%
COCC(=O)Nc1nc(-c2ccc(C)cc2)c(C)s1 | -6% | -17%[57.5 µM] | 7% | 4% | ? | 4% | 2% | 6%
Cc1nn(CC(=O)N2CCc3ccccc32)c(C)c1S(=O)(=O)NC(C)(C)C | 8% | -12% | / | 27% | -6% | -4% | -7% | 22%
CCCNC(=O)Cn1c(-c2ccc(F)cc2)cc(C(=O)OCC)c1C | 23% | i | 3% | -8% | -1% | -7% | -1% | 9%

Record cards, from the list above. Values in the order: EPAC1 antag | PTHR1 ag | FUS suppressor | EPAC2 antag | TDP-43 yeast inh | aSyn yeast inh | EPAC1 agonist | EPAC2 agonist
CC(C)Oc1ccc(C(=O)Nc2ccc(C(F)(F)F)n(C)c2=O)cc1 is listed as -13% | i | 12% | -1% | -15%[0.397 µM] | -7% | -13% | -3%
CCCNC(=O)Cn1c(-c2ccc(F)cc2)cc(C(=O)OCC)c1C is listed as 23% | i | 3% | -8% | -1% | -7% | -1% | 9%
Cc1ccc(N(Cc2cc(=O)[nH]c3ccccc23)C(=O)C(C)C)c(C)c1 is listed as -7% | -35%[inhibitor] | ? | 2% | -16% | 1% | -2% | -3%

Additional structures follow.
SMILES | EPAC1 antag | PTHR1 ag | FUS suppressor | EPAC2 antag | TDP-43 yeast inh | aSyn yeast inh | EPAC1 agonist | EPAC2 agonist
N#CCC(=O)N/N=C\c1ccccc1OC/C=C/c1ccccc1 | -11% | i | ? | -7% | -32%[inhibitor] | -2% | 9% | 14%
COc1ccc(S(=O)(=O)Nc2ccc3c(c2)OCO3)cc1 | 1% | -19% | -8% | 5% | -11% | 0% | -5% | 5%
O=C(c1cc2c(s1)-c1ccccc1S(=O)(=O)C2)N1CCCC1 | 15% | -8% | 11% | 10% | -15% | -12% | 4% | 9%
COc1ccccc1-c1cc(-c2ccccc2)nc(SC(C(N)=O)c2ccccc2)c1C#N (configuration not stated) | 23% | -21% | 35% | 6% | 6% | 2% | 6% | 5%
CSc1ccccc1C(=O)NC(C)c1ccc(-n2ccnc2)cc1 (configuration not stated) | -22% | i | 28% | -5% | -9% | -4% | -5% | 5%
COc1ccc(C=O)cc1COc1ccc(F)cc1F | 1% | i | -8% | -8% | 25% | -10% | 1% | -5%
C[C@H]1COc2cc(N3CCC[C@H]3CO)ccc2S(=O)(=O)N1 | 20% | -13% | -11% | 0% | 9% | -9% | -7% | 1%
COc1ccc(Cc2nn3c(-c4cc(OC)c(OC)c(OC)c4)nnc3s2)cc1 | -1% | i | ? | -5% | 22µM* | -3% | -4% | -8%
COc1ccc(CNC(=S)NCc2ccc(OC)cc2)cc1 | 10% | 0% | -21% | -4% | 17% | -1% | 0% | 4%
Cc1[nH]nc(-c2ccc(O)c(C)c2O)c1Oc1ccccc1 | -5% | -9% | 11% | -15% | 17% | 9% | 13% | 7%
COCCOC(=O)N1CCCCC1c1cc(C(=O)Nc2cccc3c2CCCC3)no1 (configuration not stated) | -6% | -4% | ? | 4% | 23% | 7% | -10% | 3%
c1cnc(N2CCN(c3ccc4ccccc4n3)CC2)nc1 | -28% | -28% | -2% | 6% | -8% | -2% | -17% | 0%
CCOc1ccc(NC(=O)CN(C)C(=O)CCC2CCCCC2)cc1OCC | -10% | -13% | / | -9% | -11% | 4% | 10% | -3%
CN(C)CCN(Cc1cccs1)c1ccccn1 | 1% | i | -20% | 1% | 14% | 2%&-5% | 1% | 2%
O=C(O)CNC(=O)c1ccc(OC(F)F)cc1 | 5% | -7%[57.5 µM] | -5% | 2% | 1% | -7% | -7% | 5%
O=C(CCC(=O)c1cccs1)OCC(=O)N1CCN(S(=O)(=O)c2ccccc2)CC1 | 11% | -28% | 17% | 7% | 5% | -8% | 6% | -6%
COc1ccc(C(C(=O)NC(C)(C)C)N(C[C@H]2CC[C@@H]([C@@H]3CC[C@H](CO)O3)O2)C(=O)c2ccccc2)cc1 (some centres not stated) | -1% | ? | -1% | 6% | 24% | -6% | -2% | 6%
CNc1cncc(-c2ccc(C)cc2)n1 | -20% | -7% | -25% | 0% | 28% | 12% | 0% | 8%
CN(/N=C/c1cccnc1)c1cnc2ccccc2n1 | 4% | -28% | -3% | 3% | ? | ? | 6% | 1%
CCCc1cc(=O)[nH]c(SCC(=O)N2CCc3cc(OC)c(OC)cc3C2)n1 | -8% | i | -9% | -2% | 16% | 5% | 1% | 5%
C=CCNC(=O)c1ccc(OC2CCN(S(=O)(=O)N(C)C)CC2)cc1 | 6% | -56% | -10% | 3% | 18% | 3% | 13% | 6%
Cc1nn(-c2ccccn2)c2c1-c1nc(N)ncc1CC2 | -3% | -7%[57.5 µM] | 8% | 9% | 17% | -2% | -1% | -6%
C=Cn1cc[n+](CC(=O)c2cccs2)c1 | 4% | -2% | -17% | -3% | 7% | 4% | 14% | 4%
Nn1c(-c2cccc(Br)c2)n[nH]c1=S | -12% | ? | -6% | -2% | -11% | -5% | 0% | 6%
O=C1OCc2cc(NC(=O)C3CCCCC3)ccc21 | 7% | i | 29% | 4% | 29% | 0% | 5% | -6%
COc1ccc(C(=O)/C=C/NCc2ccc(C)cc2)cc1 | 8% | -2%[57.5 µM] | 39% | -5% | 3% | -10% | -1% | 14%
CCN(CCNC(=O)Cn1cc2c(n1)CCCC2)c1ccccc1 | -5% | i | -1% | -18% | 15% | 0% | 0% | 1%
COC(=O)/C=C/CC(C)OS(N)(=O)=O (configuration not stated) | -26% | -17% | -15% | 1% | 9% | -8% | 10% | 1%
COc1ccc2c(c1)CCc1c(C(=O)Nc3cc(C)n(Cc4ccc(Cl)cc4)n3)noc1-2 | -8% | i | -17% | 3% | 12% | -1% | 16% | 12%
Cc1ccc(S(=O)(=O)N2CCC(C(=O)Nc3ccccc3N3CCCC3)CC2)cc1 | 5% | -45%[inhibitor] | 20% | -4% | -10% | 1% | 10% | 0%
Cc1cc[n+](CC(=O)c2ccc(NC(=O)c3ccccc3)cc2)c2ccccc12 | 3% | -12% | -10% | 4% | 22% | 9% | 12% | 14%
CCOC(=O)c1c(NC(C)=O)sc2c(OCC(O)CNC(C)(C)C)c(Br)ccc12 (configuration not stated) | -9% | -15% | 24% | 9%[57.1 µM] | 3% | -2% | -10% | -4%
CCN(CC)C(=O)CSc1nnc(-c2cccc(OC)c2)o1 | 4% | i | 15% | 7% | -2% | 0% | 1% | 4%
Cc1ccc(-c2nnc(-c3cccnc3)o2)cc1 | -4% | i | 17% | -7% | 5% | -1% | 5% | 9%
O=C(O)CCc1ccc(-c2ccc(F)cc2)n1CCC(=O)O | -3% | i | 1% | -1% | 2% | 13% | -2% | 4%
COCCSc1nnc(-c2cnccn2)o1 | -14% | i | 0% | 8% | 0% | 3% | 5% | 5%
O=C(Nc1nc2ccccc2n1Cc1ccccc1)c1ccco1 | 3% | -30%[inhibitor][57.5 µM] | -13% | 1% | 7% | -3% | 7% | -24%
COC(=O)c1c(C(=O)OC)c(-c2ccc(C)cc2)n2c1CCC2 | 4% | i | 12% | 1% | 1% | 0% | -3% | 0%
Cc1ccc(C)c(S(=O)(=O)NCc2ccc(C(=O)NCc3ccccn3)cc2)c1 | -1% | -16% | 8% | -4% | -1% | 0% | 1% | 9%
Cc1ccc(C)c(NC(=O)N2CCc3ccccc3C2)c1 | 12% | i | 35% | -6% | 20µM* | 3% | 8% | 4%
CCCCCC1=C(C(=O)OC)C(C(=O)OCC)N(S(=O)(=O)C(F)(F)F)c2ccccc21 (configuration not stated) | -29% | -34%[inhibitor] | 1% | -27% | 19% | 0% | -28% | -7%
Cc1ccc(CNC(=O)C2CCCN(Cc3cnn(-c4ccccc4)c3-n3cccc3)C2)cc1 (configuration not stated) | 2% | -19%[57.5 µM] | 11% | -2% | 11% | -1% | 5% | 17%
COc1ccc(NC(=S)NCc2ccc(S(N)(=O)=O)cc2)c(OC)c1 | -23% | i | / | -2% | 20% | -7% | 7% | -7%
